Source: PubChem BioAssay (National Center for Advancing Translational Sciences (NCATS))
D2 potentiator – positively modulates the human D2 dopamine receptor allosterically; 340,000 tested, 0.34% active; HEK293 T-REx D2, calcium flux, EC20 dopamine potentiation; P14416; potentiation, % at 10 µM;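 active means potentiation over 3 SD above the plate norm, cut at about 30% in these data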; further: 0% is about no effect
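Using a no-wash calcium dye in inducible, force-coupled HEK293 Trex cells expressing D2, we tracked fluorescence each second for 180 s after compound, then for 180 s after EC20 dopamine to detect augmented signalling.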
D1 antag – blocks dopamine activation of the human D1 receptor. P21728. HEK293 TREx D1 cells, calcium flux, dopamine EC80; active compounds read low. 360,000 tested, 3.2% active. activity change, negative = inhibition, % at 10 µM; in the data active means activity change below about -30%; further: on the % scale 0 is the no-effect control and ±100 the full control effect
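Tetracycline-induced HEK293 T-REx cells with force-coupled D1 receptor were loaded with a no-wash calcium dye. Compound was added after a 10 s baseline and read kinetically for 180 s; EC80 dopamine was then added and calcium flux followed another 180 s.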
LDHA inh – LDHA (human) enzyme inhibition | P00338 | purified LDHA, NADH/diaphorase-resazurin fluorescence; active compounds read low | activity change, % (values are at about 110 or 230 µM) | 480,000 tested, 0.15% active | AID 1347041; in the data active means activity change below about -30%; inconclusive means mostly about -25% to -30%;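 further: plate controls were DMSO wells for no effect and wells without enzyme for full effect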
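Human LDH5 (2 nM) was incubated with 0.06 mM NADH and 0.2 mM pyruvate for 5 min at room temperature in Tris pH 7.4. Remaining NADH was coupled through diaphorase/resazurin, and resorufin fluorescence was read at 0 and 20 min.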
GRP78 ERSR act – ER stress response induction in glioma; U87-MG GRP78 promoter luciferase reporter, 16 h; Potency, µM, without a hit: at the top dose activation, usual class: activators; 420,000 tested, 0.02% active; further: potency means the concentration at half of the fitted maximal effect; series mostly up to about 76 µM; % of control where 0% means no effect; nearly all actives have a fitted effect of over 35% in size
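ERSR induction read as luciferase luminescence (Bright-Glo, 10 min at room temperature) in stably transfected human U87-MG glioma cells exposed to compounds for 16 h, using GRP78 as sensor.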
Vif-APOBEC3F blk – blocks the Vif interaction with APOBEC3F; HeLa A3F-eYFP + Vif (tagged APOBEC3F with the HIV-1 protein that degrades it), YFP fluorescence increase; Potency, µM (highest dose often 46.1 µM), for inactives: at the highest dose activity, negative = active; 390,000 tested, 0.2% active; AID 602313; further: potency means the concentration at half of the fitted maximal effect; % of control where 0% means no effect; nearly all actives have a fitted effect of over 65% in size
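HeLa cells stably expressing Vif plus C-terminally eYFP-tagged A3F were seeded, incubated overnight at 37 deg C, dosed with compound, incubated overnight again at 37 deg C. Yellow fluorescence (Ex 488/Em 500-530) reported blocked Vif-mediated A3F-eYFP degradation.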
Vif-A3G inh – Vif-A3G binding inhibition | Q9HC16 | AID 602310 | HeLa A3G-eYFP + Vif (tagged APOBEC3G with the HIV-1 protein that degrades it), YFP fluorescence, overnight | Potency, µM (highest dose often 46.1 µM), inactives show at the top dose activity, negative = active, hits mostly inhibitors | 410,000 tested, 0.076% active;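 further: potency means the concentration at half of the fitted maximal effect; on the % scale 0 is the no-effect control and ±100 the full control effect; nearly all actives have a fitted effect of over 60% in size; hits raise eYFP signal because A3G escapes Vif-driven loss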
Target sequence (Q9HC16 whole entry, looked up): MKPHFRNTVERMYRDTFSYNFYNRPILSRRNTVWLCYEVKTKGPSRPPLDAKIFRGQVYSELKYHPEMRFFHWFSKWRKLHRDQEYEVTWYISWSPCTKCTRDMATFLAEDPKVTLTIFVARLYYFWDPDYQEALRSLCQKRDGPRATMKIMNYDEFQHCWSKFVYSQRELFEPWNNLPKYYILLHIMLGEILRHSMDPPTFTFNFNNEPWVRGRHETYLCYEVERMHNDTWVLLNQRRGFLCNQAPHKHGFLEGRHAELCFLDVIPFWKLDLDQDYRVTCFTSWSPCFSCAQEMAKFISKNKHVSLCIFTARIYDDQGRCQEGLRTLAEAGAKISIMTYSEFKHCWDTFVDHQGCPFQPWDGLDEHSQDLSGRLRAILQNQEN
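Read-out is eYFP fluorescence (Ex 488/Em 500-530) from Vif-expressing HeLa A3G-eYFP cells; more signal means A3G escaped Vif-mediated degradation. Cells plated overnight, compound pinned in, incubated overnight at 37 deg C.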
RXFP1 agonist – agonists of human relaxin receptor RXFP1. Q9HBX9. HEK293T-RXFP1 cAMP TR-FRET, 30 min; response scale: percent of porcine relaxin response, buffer zero. Potency, µM (top dose mostly 57.5 µM), for inactives: top-dose activation, most hits filed as activators. 370,000 tested, 0.3% active; further: potency means the concentration at half of the fitted maximal effect; on the % scale 0 is the no-effect control and ±100 the full control effect; nearly all actives have a fitted effect of over 60% in size; many of its hits are not listed in these tables
Target sequence (Q9HBX9 whole entry, looked up): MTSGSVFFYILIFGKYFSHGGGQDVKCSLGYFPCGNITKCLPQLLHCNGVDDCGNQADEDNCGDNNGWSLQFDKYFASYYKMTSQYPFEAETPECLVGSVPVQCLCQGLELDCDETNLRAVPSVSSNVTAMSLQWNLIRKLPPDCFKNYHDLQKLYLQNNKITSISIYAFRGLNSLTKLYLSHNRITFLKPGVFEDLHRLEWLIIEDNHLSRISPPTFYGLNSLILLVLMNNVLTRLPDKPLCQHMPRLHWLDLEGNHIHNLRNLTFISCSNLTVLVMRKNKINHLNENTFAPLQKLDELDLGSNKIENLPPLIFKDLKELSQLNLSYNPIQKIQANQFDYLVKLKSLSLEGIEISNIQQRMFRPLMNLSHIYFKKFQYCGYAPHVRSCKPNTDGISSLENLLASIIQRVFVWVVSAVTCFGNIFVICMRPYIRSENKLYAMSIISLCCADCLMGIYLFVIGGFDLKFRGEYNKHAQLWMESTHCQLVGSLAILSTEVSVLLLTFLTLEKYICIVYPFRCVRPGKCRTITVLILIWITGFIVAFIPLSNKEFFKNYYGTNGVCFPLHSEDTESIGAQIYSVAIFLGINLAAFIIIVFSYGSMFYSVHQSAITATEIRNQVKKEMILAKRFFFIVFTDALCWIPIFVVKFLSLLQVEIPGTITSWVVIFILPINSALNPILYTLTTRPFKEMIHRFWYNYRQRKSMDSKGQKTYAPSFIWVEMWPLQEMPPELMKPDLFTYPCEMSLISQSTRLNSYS
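HEK293T cells stably expressing RXFP1 were pretreated with the PDE4 inhibitor Ro 20174, exposed to compounds for 30 min at 37C, lysed, and cAMP was read by TR-FRET. Data normalized to buffer (basal) and 29 nM porcine relaxin (100%).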
D1 ag – agonists of human D1 dopamine receptor; 360,000 tested, 1% active; HEK293 T-REx D1 cells, calcium flux, agonist mode; AID 504660; activation, % at 2 µM; in the data active means activation above about 30%; further: 0% is about no effect
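Agonism was scored from calcium flux recorded over 180 s (1 read/s) after pintool compound addition, following a 10-cycle baseline. Cells were inducible force-coupled HEK293 TREx D1, plated overnight at 30 C and loaded with no-wash calcium dye.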
D1 PAM – potentiators of human D1 dopamine receptor; P21728; HEK293 TREx D1 cells, calcium flux, dopamine EC20 potentiation; potentiation, % at 10 µM; 360,000 tested, 0.036% active; in the data active means potentiation above about 30%; further: 0% is about no effect
* hit, by the source's call; ? = inconclusive; / = not tested or not shown; & = joins results of further samples. Unless noted, the call rests on the fitted dose curve; in most records, active means well fitted curve in the direction sought with a large enough effect; inconclusive means small, poorly fitted or top-dose-only effect, or another doubt; inactive means no such curve, though single readings can be large; an effect the other way counts as inactive or inconclusive. These rows are one share of the data. The share of hits here may be higher or lower than overall.

SMILES | D2 potentiator | D1 antag | LDHA inh | GRP78 ERSR act | Vif-APOBEC3F blk | Vif-A3G inh | RXFP1 agonist | D1 ag | D1 PAM
C[C@@H]1CN([C@@H](C)CO)C(=O)CCCn2cc(nn2)CO[C@H]1CN(C)S(=O)(=O)c1ccc(-n2cccn2)cc1 | / | / | -14 | -2% | 6% | 0% | / | / | /
O=C(NCc1cccc(F)c1)c1cccc(NC(=O)c2nsc3ccccc23)c1 | -10 | 13 | 1 | 0% | -7% | -12% | 10% | 5 | -3
CCN(Cc1ccccc1)Cc1ccc(OCc2ccccc2)cc1 | -8 | 12 | -6 | 0% | 2% | -6% | -0.5% | 6 | 0
COc1ccc(NC(=O)CN(C)C(=O)c2cccc(S(=O)(=O)N3CCN(C)CC3)c2)cc1 | -10 | -10 | -5 | -5% | 2% | 1% | 0.0% | 0 | -1
CCC(C)N(C(=O)COC(=O)c1[nH]c(C)c(C(C)=O)c1C)C1CCS(=O)(=O)C1 (centres undefined) | -3 | 0 | -3 | -3% | 1% | -6% | 0.0% | 1 | 0
Cc1nc(N2CCOCC2)c2c(C(=O)N3CCN(c4cccc(C(F)(F)F)c4)CC3)c(C)oc2n1 | 4 | -1 | -3 | -1% | 9% | 5% | -2.4% | 0 | 0
COc1ccc(CNC(=O)COc2cccnc2[N+](=O)[O-])cc1 | / | 1 | 0 | -5% | 4% | 3% | -0.4% | 0 | 0
CCOC(=O)n1c(=O)n(Cc2ccc(F)cc2)c2ccccc21 | 1 | 7 | -5 | -4% | 1% | -4% | 0.6% | -2 | -3
CCOc1ccc(Cn2c(O)cc(=O)[nH]c2=O)cc1 | 2 | 1 | -2 | -3% | 5% | -2% | -0.4% | 0 | -3
COc1ccc(CNC(=O)C2CCN(S(=O)(=O)c3cccc4nsnc34)CC2)cc1 | -4 | 20 | -2 | -5% | 2% | 0% | 2.5% | 0 | -1
CNC(=O)N1CCC(C(=O)c2c(C)c(C)c(C)c(C)c2C)CC1 | 17 | 2 | -5 | -4% | -2% | 1% | 0.8% | 3 | 6
Cc1csc(NC(=O)CCCSc2nc3ccccc3s2)n1 | 15 | -3 | -2 | 2% | 0% | 1% | 0.3% | 1 | 4
CCCOP(=O)(c1ccc(N(C)C)cc1)C(O)c1ccccc1OC (centres undefined) | -5 | -2 | 0 | -7% | 1% | 1% | 0.1% | 4 | -9
Cc1cc(NC(=O)CCCN2C(=O)/C(=C/c3cccs3)SC2=S)no1 | 4 | -7 | -2 | -9% | -3% | 5% | -0.1% | 0 | -8
CCOC(=O)N1CCN(C(=O)C2CCN(S(=O)(=O)c3cc(Cl)ccc3Cl)CC2)CC1 | / | -22 | -5 | -5% | -4% | 0% | 1.2% | 6 | -4
C=CCN(C(=O)CNC(=O)c1ccco1)C(C(=O)NC1CCCC1)c1cccs1 (centres undefined) | 4 | 3 | -1 | -2% | 0% | 0% | 1.1% | 0 | -2
Cc1cc(=O)n2nc(N3CCCC(C(=O)NCc4cccc(Cl)c4)C3)sc2n1 (centres undefined) | -4 | 8 | -8 | 8% | -4% | -2% | 5.4% | 1 | 2
CC(=O)C(Cc1ccc(Cl)nc1)(Cc1ccc(Cl)nc1)C(C)=O | 3 | 15 | 0 | -2% | 1% | -1% | 1.6% | 1 | -2
COc1ccccc1S(=O)(=O)N(C)C[C@@H]1Oc2cc(C#CCC(C)C)ccc2S(=O)(=O)N([C@H](C)CO)C[C@@H]1C | / | / | 3 | -4% | 0% | -2% | / | / | /
CCCCOC(=O)c1ccc(NC(=O)CSc2nnnn2C)cc1 | 0 | -22 | -4 | -1% | 7% | -4% | 0.1% | 0 | -4
O=C(Cn1c(=O)oc2cc(S(=O)(=O)N3CCc4ccccc43)ccc21)N1CCCCC1 | -5 | 8 | 3 | -2% | 1% | 6% | 1.2% | 2 | -1
Cc1c(O)cc2c(c1O)C(=O)CC(c1ccccc1)O2 (centres undefined) | / | -6 | 5 | 28µM* | 6% | -3% | -2.9% | 0 | -1
CCOC(=O)c1ccccc1NC(=O)C1CC(=O)N(C2CCCCC2)C1 (centres undefined) | -22 | 17 | -2 | -4% | 0% | 4% | 2.2% | 7 | 2
CCOC(=O)c1c(C)[nH]c(C(=O)OCC(=O)NC(C)C)c1C | 10 | 12 | 0 | 7% | -19% | 3% | 1.0% | -1 | 5
O=C(C1CCN(S(=O)(=O)c2cccc3nsnc23)CC1)N1CCCCC1 | 11 | -19 | -1 | -1% | -11% | 1% | 0.3% | 0 | -1
CC1CCN(C(=O)CSCC(=O)Nc2nc(-c3cccs3)cs2)CC1 | -11 | -14 | -2 | 4% | -1% | -4% | -3.1% | 3 | -3
O=C(CN(Cc1ccco1)C(=O)CCC(=O)Nc1ccccn1)NCc1ccccc1 | / | 14 | -5 | -3% | -5% | 0% | 2.1% | -1 | -12
COc1ccc(NC(=O)COc2nsnc2N2CCOCC2)cc1 | -8 | -24 | -1 | 2% | 2% | -9% | 0.0% | 2 | -12
O=C(CCN1C(=O)/C(=C/c2ccccc2Cl)SC1=S)NN1CCOCC1 | -5 | 7 | 1 | -1% | 4% | -2% | 0.6% | 11 | 0
CC(=O)Nc1ccc2c(CSc3nncs3)cc(=O)oc2c1 | -5 | -11 | -14 | 1% | 4% | -2% | -1.2% | 3 | 0

Marked active in GRP78 ERSR act, of those listed so far:
structure	D2 potentiator	D1 antag	LDHA inh	GRP78 ERSR act	Vif-A3G inh	D1 ag	D1 PAM
Cc1c(O)cc2c(c1O)C(=O)CC(c1ccccc1)O2 (centres undefined)	/	-6	5	28µM*	-3%	0	-1

(continued)
SMILES | D2 potentiator | D1 antag | LDHA inh | GRP78 ERSR act | Vif-APOBEC3F blk | Vif-A3G inh | RXFP1 agonist | D1 ag | D1 PAM
COc1cc(SC)ccc1C(=O)N1CCN(c2ccccc2)CC1 | 15 | 8 | -3 | -5% | -2% | -10% | -0.8% | 1 | -1
CCOc1ccc2nc(Cl)c(C3CC(c4ccco4)=NN3S(=O)(=O)c3ccccc3)cc2c1 (centres undefined) | 12 | 7 | -1 | 2% | 13% | -1% | 0.4% | 8 | 2
CC(C)(C)C(=O)OCc1nc(-c2ccc3c(c2)OCCO3)cs1 | / | -18 | -1 | -2% | -4% | -2% | -3.1% | 14 | -12
CCOC(=O)N1CCC(NS(=O)(=O)c2ccc(C#N)cc2)CC1 | -2 | -24 | -1 | -4% | 0% | 1% | 3.1% | 4 | -4
Cc1ccccc1NC(=O)c1ccc2c(c1)c(C)c(C)n2Cc1ccccc1 | 6 | -12 | -3 | -2% | -5% | ? | -0.4% | 4 | -1
Clc1ccc(Nc2ccccc2)nn1 | -5 | 4 | -5 | -2% | -1% | 2% | -1.9% | 1 | -4
C=Cc1ccc(Cn2c(=O)n(C)c(=O)c3sccc32)cc1 | 6 | -34* | -4 | -3% | -9% | 4% | 0.0% | 16 | -2
Cc1cc2ncn(C(=O)c3ccc4c(c3)OCO4)c2cc1C | -7 | -1 | -6 | 3% | 1% | -1% | 2.6% | 4 | 4
O=C(O)c1ccccc1C(=O)c1ccc(N2CCOCC2)c([N+](=O)[O-])c1 | 1 | 3 | -2 | -1% | -2% | 1% | -0.2% | 4 | -4
O=C(c1ccco1)N1CCN(Cc2nnnn2CC2CCCO2)CC1 (centres undefined) | / | -2 | -3 | 3% | 2% | 1% | -0.3% | 4 | 4

Continued; it opens with the 2 that closed the last part.
SMILES | D2 potentiator | D1 antag | LDHA inh | GRP78 ERSR act | Vif-APOBEC3F blk | Vif-A3G inh | RXFP1 agonist | D1 ag | D1 PAM
O=C(O)c1ccccc1C(=O)c1ccc(N2CCOCC2)c([N+](=O)[O-])c1 | 1 | 3 | -2 | -1% | -2% | 1% | -0.2% | 4 | -4
O=C(c1ccco1)N1CCN(Cc2nnnn2CC2CCCO2)CC1 (centres undefined) | / | -2 | -3 | 3% | 2% | 1% | -0.3% | 4 | 4
COc1ccc(-c2cc(=O)n(-c3ccc([N+](=O)[O-])cc3)[nH]2)cc1 | 7 | -5 | -5 | 1% | 2% | -1% | -1.1% | 4 | 15
O=C(Nc1cccc(S(=O)(=O)N2CCOCC2)c1)c1ccc(=O)[nH]c1 | / | / | -6 | -1% | 2% | 4% | / | / | /
CCOC(=O)N1CCN(c2c(N3CCc4ccccc43)c(=O)c2=O)CC1 | 4 | -24 | -1 | -4% | 0% | 0% | 0.0% | 1 | -7
O=c1cc(C(F)(F)F)[nH]c(=S)n1-c1ccccc1 | -2 | -5 | -3 | -1% | 3% | -2% | 0.6% | 2 | -4
O=[N+]([O-])c1cc2c(c(CSc3nnc(Nc4ccccc4)s3)c1)OCOC2 | 2 | 4 | -1 | -5% | 3% | 0% | -0.8% | -2 | 5
COc1ccc(NCc2cc3cc4c(cc3n(CC(=O)Nc3ccc(C)cc3)c2=O)OCO4)cc1 | -11 | 2 | 17 | -1% | 3% | -4% | 1.2% | 57* | 0
CNC(=O)c1ccc(NC(=O)c2ccc3c(=O)n4c(nc3c2)CCC4)cc1 | -12 | -1 | -4 | 1% | 5% | -5% | -0.8% | 4 | /
Cc1ccc(CN2CCN(Cc3ccc(-n4cccn4)cc3)CC2CCO)cc1 (centres undefined) | -18 | -5 | 1 | -5% | -9% | 0% | 0.4% | 4 | -2
Cc1ccc(C)c(OCC(=O)Nc2ccccc2C(=O)N2CCOCC2)c1 | 5 | -1 | 1 | -4% | 1% | -4% | -0.5% | 2 | -4
CC(NC(=O)CN(C)S(=O)(=O)c1ccc2c(c1)c(=O)n(C)c(=O)n2C)c1ccccc1 (centres undefined) | 1&-4 | 9&5 | 1&-3 | -3%&1% | 8%&0% | 5%&-2% | 4.4%&6.4% | 2&0 | -1&-4
Cc1ccc(S(=O)(=O)NCc2nnnn2-c2ccc(F)cc2)cc1 | / | / | -2 | -4% | 1% | 1% | / | / | /
CCN(CC)S(=O)(=O)c1ccc(N2CCN(c3cccc(OC)c3)CC2)c([N+](=O)[O-])c1 | -2 | -1 | -5 | -4% | -4% | 0% | 4.6% | 1 | -4
Cc1ccc(CNC(=O)CN2C(=O)NC(C)(c3ccc(Cl)cc3)C2=O)cc1 (centres undefined) | -6 | -3 | -3 | -2% | 21% | -3% | 1.9% | 1 | -2
